Rat MKP-3 inhibitors = inhibition of rat DUSP6 enzyme activity – biochemical, in vitro, primary screen (AID 425) | recombinant MKP-3 phosphatase activity, fluorescence; higher % means a stronger effect | one-dose inhibition, % at 20 µM; IC50 in µM for titrated hits | 110,000 tested, 0.17% active; in the data active = inhibition above about 50%;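 also: plate controls were vehicle for no effect and reference inhibitor for full effect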
Hsp70 inhibitors = Hsp70 inhibitors, probe displacement, primary screen, biochemical, fluorescence polarization (AID 583); one-dose displacement, % at 20 µM; IC50 in µM for titrated hits; Hsp70 fluorescence polarization probe displacement, mP; higher % means a stronger effect; 140,000 tested, 0.06% active; in the data active = displacement above about 50%;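 also: plate controls were vehicle for no effect and reference ligand for full effect; a part of the inactive calls stands beside numbers as strong as those of hits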
An asterisk follows results filed as active; . = not tested or not shown; & = joins results of further samples. Not all compounds are listed (hit frequency here may not be typical).

Results follow in this order: Rat MKP-3 inhibitors | Hsp70 inhibitors
> CCCOc1ccc(/C=C2\SC(=S)N(NC(=O)c3ccccc3Cl)C2=O)cc1OC
  2% | -1.6%
> C=C(C)COc1ccc(-c2[nH]ncc2-c2ccccc2)c(O)c1
  . | -1.3%
> CCCOc1ccc(C(O)C(CN2CCOCC2)c2ccccc2)cc1 (centres undefined)
  . | -5.7%
> CC1(C)CC(=O)C2=C(C1)OC(N)=C(C#N)C2c1cccc(OC(=O)c2ccco2)c1 (centres undefined)
  -1% | -2.3%
> O=C(Nc1c(F)c(F)c(F)c(F)c1F)c1cccs1
  5% | -4.3%
> O=S(=O)(N/N=C/c1cccnc1)c1ccc(Br)cc1
  0% | 5.6%
> CCc1cc(=O)oc2c(C)c(O)c(CN(C)C)cc12
  0% | -0.2%
> N#Cc1nc(-c2ccco2)oc1NCCCN1CCOCC1
  6% | -2.8%
> CC(=O)C(C1=NC(C)(C)Cc2cc(C)c(C)cc21)c1ccccc1 (centres undefined)
  3% | 1.3%
> Cc1ccc(O)c(NC(=O)c2ccc(N3C(=O)c4ccc([N+](=O)[O-])cc4C3=O)cc2)c1
  11% | -2.6%
> CN1C(=O)c2cccc(NC(=O)CCc3ccccc3)c2C1=O
  -5% | .
> CSc1ccc(S(=O)(=O)N(CC(=O)Nc2ccccc2Br)c2ccc(C)cc2)cc1
  4% | 3.2%
> Cc1ccccc1NC(=O)CCC(=O)N/N=C/c1cccs1
  1% | -0.4%
> Cc1nn(C)c(C)c1S(=O)(=O)N1CCCC(C(=O)NCCc2ccc(Cl)cc2)C1 (centres undefined)
  -8% | -8.0%
> CSc1ccccc1NS(=O)(=O)c1ccccc1
  -1% | -1.7%

New compounds follow.
Results follow in this order: Rat MKP-3 inhibitors | Hsp70 inhibitors
> Cc1cc(Cl)ccc1OCC(=O)Nc1nc(-c2cccs2)cs1
  . | -6.1%
> CN(Cc1ccccc1)C(=O)CN(C1CCCCC1)S(C)(=O)=O
  -8% | -0.4%
> C/C(=N\Nc1nc(C)cc(-c2ccccc2)n1)c1cccc(N)c1
  -2% | -3.9%
> C=CCC(O)(CC=C)c1cc(-c2ccccc2)nc2ccccc12
  5% | -2.5%
> CC(=O)Nc1ccc(NS(=O)(=O)Cc2ccccc2)cc1
  2%&5% | 1.0%&-5.4%
> COc1ccc(C2(NC(C)=O)CCN(C(=O)c3ccco3)CC2)cc1
  -8% | -6.3%
> COc1ccc(C)cc1NC(=O)COCC(=O)O
  -2% | -0.3%
> COCc1cc(=O)n2[nH]c(-c3ccc(C)cc3)cc2n1
  -2% | -1.5%&4.1%
> Cc1ccc(C)c(OCC(=O)Nc2ccc3c(c2)OCO3)c1
  -8% | 0.3%
> CCOC(=O)c1ccccc1NC(=O)CSc1nnc(COc2ccccc2C)n1C
  -9% | 2.7%
> O=C1Nc2cc(Cl)c(Cl)cc2N(O)N1c1cc(Cl)cc(Cl)c1
  . | -0.8%
> O=C(COc1ccc(-n2cnnn2)cc1)NC(=O)NCc1ccccc1
  -5% | 2.6%
> COc1ccc(Cc2nnc(NC(=O)c3ccco3)s2)cc1
  . | 1.5%
> CC1(C)NC(=O)N(CC(O)COc2cc3ccccc3cc2C(=O)N2CCCCC2)C1=O (centres undefined)
  -5% | -2.4%
> Nc1nc(CSc2nnnn2-c2ccc(Cl)cc2)nc(N2CCOCC2)n1
  . | 1.9%

New compounds follow.
Results follow in this order: Rat MKP-3 inhibitors | Hsp70 inhibitors
> CCOc1cc2[nH]c(=S)n(CCN3CCC(C)CC3)c(=O)c2cc1OCC
  . | 2.3%
> O=C(CN(C(=O)c1ccc(Cl)cc1)N1C(=O)C2CCCCC2C1=O)c1ccc(Cl)cc1 (centres undefined)
  . | 4.7%
> CN(C)c1ccc(-c2nnn(CC(=O)N3c4ccccc4CCc4ccccc43)n2)cc1
  7% | -1.8%
> O=C(Nc1ccc2c(c1)C(=O)N(CC1CCCO1)C2=O)c1ccc(Cl)c(Cl)c1 (centres undefined)
  . | -2.2%
> CCC(C)NC(=O)CSC1=Nc2ccccc2C2=NC(c3ccccc3)C(=O)N12 (centres undefined)
  . | 2.5%
> Cc1cc(C)c(OCCCN2CCOCC2)c(C)c1
  -1% | -6.0%
> CC1CCCN(c2nc3ccccc3nc2C(C#N)C(=O)OC2CCCCC2)C1 (centres undefined)
  -9% | 1.8%
> Cc1ccc2nsnc2c1NC(=O)c1ccc(OCc2ccccc2)cc1
  -1% | -0.2%
> N/C(=N\OC(=O)c1ccccc1F)c1ccccc1
  -4% | 1.3%
> CCCC1S/C(=N/N=C/c2ccc(C)cc2)N(Cc2ccc(OC)cc2)C1=O (centres undefined)
  . | -9.2%
> CCn1cc(C(=O)NC2CCCCCC2)c2cc(OC)c(OC)cc2c1=O
  2% | -3.4%
> Cc1cc(-c2nnco2)c(C)n1-c1ccc(F)cc1
  -4% | -3.7%
> O=C1NC(=O)N(c2ccc(Cl)cc2)C(=O)/C1=C/c1cccc(F)c1
  -1% | 2.3%
> O=C(CCn1nc(-c2ccccc2)ccc1=O)N1CCN(c2ccccn2)CC1
  -6% | -2.8%
> Cc1cc(/C=C2\C(=O)NC(=S)N(c3ccccc3)C2=O)c(C)n1-c1ccc([N+](=O)[O-])cc1
  2% | -1.4%

New compounds follow:
Results follow in this order: Rat MKP-3 inhibitors | Hsp70 inhibitors
> O=C(NCCCNc1ccc([N+](=O)[O-])cc1Cl)c1cccc(Br)c1
  3% | 1.9%
> CC(C)(C)n1nnnc1C(c1cccnc1)N1CCN(C2CCCCC2)CC1 (centres undefined)
  23% | -1.1%
> CCC1CCCCN1C(=O)c1c(-c2ccccc2)noc1C (centres undefined)
  . | -1.6%
> CC(C)CCNC(=O)c1ccc2c(c1)N(Cc1ccccc1)C(=O)CS2=O (centres undefined)
  -4% | 4.5%
> CC(=O)Nc1cc(C(C)C)c(O)c(C(C)C)c1
  . | 0.7%
> O=C(Nc1ccc(F)cc1F)N1CCCc2ccccc21
  0% | -4.2%
> Cc1cc2ncn(CC(=O)N3CCOCC3)c2cc1C
  2% | 2.9%
> CC(C)(CN1CCOCC1)NS(=O)(=O)c1ccccc1
  0% | 2.2%
> CCOc1ncccc1C(=O)NCC1COc2ccccc2O1 (centres undefined)
  -10% | 0.6%
> COc1ccc(NC(=O)Nc2cc(C)ccc2OC(F)F)c(OC)c1
  -6% | 5.9%
> CCOC(=O)N1CCN(C(=O)c2cccc(-n3c(=S)[nH]c4cc(Cl)ccc4c3=O)c2)CC1
  6% | -5.0%
> COc1ccccc1C(=O)n1nc(-c2ccccc2)nc1NCc1ccco1
  -20% | -2.3%
> CCCC(C(=O)NC1CCCC1)N(Cc1cccs1)C(=O)c1snc(C(N)=O)c1N (centres undefined)
  -7% | -3.2%
> COc1ccc(Cn2c(=O)sc3ccccc32)cc1
  -4% | -0.9%
> CC(=O)Nc1ccc(NC(=O)C2CCN(c3c(Cc4ccccc4)c(C)nc4ncnn34)CC2)cc1
  . | -3.2%

Later entries
Results follow in this order: Rat MKP-3 inhibitors | Hsp70 inhibitors
> COc1ccc(NS(=O)(=O)c2c(C)cc(C)cc2C)cc1
  0% | -3.0%&3.3%
> COc1ccc(N2CN=C3SC(CO)(CO)C(=O)N3C2)cc1
  5% | 4.0%
> COc1ccc(C)cc1NC(=O)CSc1nnc(CC(=O)Nc2ccccc2C)n1C
  . | -1.6%
> O=C(c1ccccc1C(=O)N1CCN(c2ccccc2F)CC1)N1CCN(c2ccccc2F)CC1
  -12% | 3.6%
> COc1ccc(C2C(C(=O)N3CCN(c4ccccn4)CC3)CC(=O)N2c2ccc(OC)cc2)cc1 (centres undefined)
  -2% | 0.8%
> S=C(c1ccc2c(c1)OCO2)N1CCCC1
  -17% | -2.5%
> O=C(NC(NC1CCS(=O)(=O)C1)C(=O)c1ccccc1)c1ccc(Cl)cc1 (centres undefined)
  -7% | 1.9%
> O=C1C2C3C=CC(CO)(O3)C2C(=O)N1c1ccccc1-c1ccccc1 (centres undefined)
  -5% | 5.9%

A second format for some results above:
mol,Rat MKP-3 inhibitors,Hsp70 inhibitors
CC(C)(C)n1nnnc1C(c1cccnc1)N1CCN(C2CCCCC2)CC1 (centres undefined),23%,-1.1%
CCC1CCCCN1C(=O)c1c(-c2ccccc2)noc1C (centres undefined),.,-1.6%
CC(C)CCNC(=O)c1ccc2c(c1)N(Cc1ccccc1)C(=O)CS2=O (centres undefined),-4%,4.5%
CC(=O)Nc1cc(C(C)C)c(O)c(C(C)C)c1,.,0.7%
O=C(Nc1ccc(F)cc1F)N1CCCc2ccccc21,0%,-4.2%
Cc1cc2ncn(CC(=O)N3CCOCC3)c2cc1C,2%,2.9%
CC(C)(CN1CCOCC1)NS(=O)(=O)c1ccccc1,0%,2.2%
CCOc1ncccc1C(=O)NCC1COc2ccccc2O1 (centres undefined),-10%,0.6%
COc1ccc(NC(=O)Nc2cc(C)ccc2OC(F)F)c(OC)c1,-6%,5.9%
CCOC(=O)N1CCN(C(=O)c2cccc(-n3c(=S)[nH]c4cc(Cl)ccc4c3=O)c2)CC1,6%,-5.0%
COc1ccccc1C(=O)n1nc(-c2ccccc2)nc1NCc1ccco1,-20%,-2.3%
CCCC(C(=O)NC1CCCC1)N(Cc1cccs1)C(=O)c1snc(C(N)=O)c1N (centres undefined),-7%,-3.2%
COc1ccc(Cn2c(=O)sc3ccccc32)cc1,-4%,-0.9%
CC(=O)Nc1ccc(NC(=O)C2CCN(c3c(Cc4ccccc4)c(C)nc4ncnn34)CC2)cc1,.,-3.2%
COc1ccc(NS(=O)(=O)c2c(C)cc(C)cc2C)cc1,0%,-3.0%&3.3%
COc1ccc(N2CN=C3SC(CO)(CO)C(=O)N3C2)cc1,5%,4.0%
COc1ccc(C)cc1NC(=O)CSc1nnc(CC(=O)Nc2ccccc2C)n1C,.,-1.6%
O=C(c1ccccc1C(=O)N1CCN(c2ccccc2F)CC1)N1CCN(c2ccccc2F)CC1,-12%,3.6%
COc1ccc(C2C(C(=O)N3CCN(c4ccccn4)CC3)CC(=O)N2c2ccc(OC)cc2)cc1 (centres undefined),-2%,0.8%

From PubChem BioAssay
